Screening results from PubChem BioAssay.
E-selectin induc: induces E-selectin expression in human endothelial cells; P16581; HUVEC E-selectin immunofluorescence imaging; normalized: neutral wells 0, TNF-alpha wells 100; activation, % at 7.58 µM; 0.37% of 260,000 active; AID 686992;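 active = mean E-selectin-positive cell signal at least 10% of the positive control, reached in at least 60% of replicates, without over 20% cell loss; inconclusive = no rule given, readout overlaps actives, possibly toxicity-flagged; inactive = the rest, including those meeting only one limit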;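 also: in these data hits start at about 27%; measured in HUVEC primary endothelial cells; signal is the percent of cells scored E-selectin positive by PE staining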
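Read-out basis: % PE-positive cells; Test system: HUVEC primary endothelial cells; Technique: immunofluorescence imaging; Dosing: single-point compound dose.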
EWS-Fli block: EWS/Fli transcriptional activity inhibition. A673 NR0B1-luciferase reporter, viability-normalised. inhibition, % at 12.6 µM. 0.67% of 350,000 active. AID 651661;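 active = mean inhibition of at least 50% after viability correction, with every replicate also passing that limit; inconclusive = mean reaches 50% but only one of two replicates passes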;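 also: firefly luciferase signal divided by Alamar Blue viability fluorescence both relative to DMSO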
S100A4 MyoIIA: S100A4-myosin IIA interaction inhibition; inhibition, % at 10.7 µM; 0.14% of 360,000 active; S100A4/TAMRA-MyoIIA peptide fluorescence polarization; P26447;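 active = mean inhibition of at least 70% across replicates, with every replicate also reaching that level; inconclusive = mean inhibition reaches 70% but some replicates fall short; inactive = mean inhibition below 70%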
Target sequence (P26447 whole entry, looked up): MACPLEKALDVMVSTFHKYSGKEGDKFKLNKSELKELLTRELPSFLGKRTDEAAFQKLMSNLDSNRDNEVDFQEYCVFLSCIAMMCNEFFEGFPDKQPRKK
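Material: human S100A4 monomer with TAMRA-labelled myosin IIA peptide; buffer or medium: HEPES pH 7.2 with CaCl2, KCl, NaCl, DTT, Triton; compound dosing: one concentration per compound; schedule: 5 min incubation before reading; benchmarks: neutral control DMSO, positive control TFP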
RAD52 inh: blocks human RAD52 DNA annealing; recombinant RAD52 DNA annealing, FRET fluorescence; inhibition, % at 18.7 µM; 0.46% of 360,000 active; AID 651710;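 active = every replicate showing at least 50% inhibition; inconclusive = mean inhibition at least 50% but not in every replicate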
Target sequence (P43351 whole entry, looked up): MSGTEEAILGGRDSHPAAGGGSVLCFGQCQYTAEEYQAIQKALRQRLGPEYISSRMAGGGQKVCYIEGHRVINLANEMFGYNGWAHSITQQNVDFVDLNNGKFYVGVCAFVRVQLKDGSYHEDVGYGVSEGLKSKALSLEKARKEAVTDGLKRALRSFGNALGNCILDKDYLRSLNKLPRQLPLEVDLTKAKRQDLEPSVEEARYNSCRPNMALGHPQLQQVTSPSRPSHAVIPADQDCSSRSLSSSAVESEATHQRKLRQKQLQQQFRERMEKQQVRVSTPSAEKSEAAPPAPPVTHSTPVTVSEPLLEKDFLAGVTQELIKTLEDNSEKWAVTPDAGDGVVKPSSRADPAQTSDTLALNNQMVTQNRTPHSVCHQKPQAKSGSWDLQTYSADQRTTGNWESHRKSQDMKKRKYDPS
Xi reactivation: activators of X-chromosome reactivation in mouse fibroblasts | XiGFP mouse fibroblasts, % GFP-positive cells imaging, 3 d; cells co-treated with 5-aza-dC sensitizer; scaled so ellipticine positive control = 100% | activation, % at 7.58 µM | 0.055% of 360,000 active | AID 743238;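 active = mean normalized replicate activation at least 10% and every replicate at or above 10%; inconclusive = only one of the two criteria met; inactive = mean below 10% and not all replicates reach 10%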;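 also: 0% = median of on-plate neutral control wells and 100% = ellipticine 6 µM median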
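Schedule: 3 d treatment, 15 min room-temperature fixation; system: 68-5-11 XiGFP fibroblast line; buffer or medium: DMEM plus 5-aza-dC sensitizer; control set: ellipticine 6 µM positive control; compound: one concentration, pinned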
RAD54 inh: blocks human RAD54 Holliday junction branch migration. AID 602329. inhibition, % at 10.4 µM. Q92698. FAM/BHQ fluorescence. 0.14% of 360,000 active;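 active = mean normalized replicate activity at least 40 and at least half of replicates scoring 40 or more; inconclusive = only one of the two criteria met; inactive = mean below 40 and under half of replicates reaching 40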;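 also: 0% = median of neutral control wells and 100% = median of positive control wells; inhibitors cause a drop in the FAM fluorescence signal; in these data hits start at about 50%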
esBAF inh: blocks esBAF chromatin remodeling in mouse ES cells | Bmi1-luciferase knock-in reporter, 24 h; 100% = twice the neutral-well signal | reporter increase, % at 12.5 µM | 2% of 350,000 active | AID 602393; in the data active = activation above about 40%; inconclusive = no clear call, values can overlap the other calls;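 also: 0% = median of the plate's neutral control wells and 100% = double that signal; a rise in the Bmi1 reporter signal indicates esBAF inhibition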
FN deposit inh: fibronectin deposition inhibition; AH1F fibroblasts, Alexa488-fibronectin deposition fluorescence, overnight; inhibition, % at 12.6 µM; 0.086% of 350,000 active; AID 743247;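 active = mean inhibition across replicates of 30% or more, regardless of how many single replicates reach that level; inconclusive = mean under 30% yet at least half of replicates reach 30%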;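 also: positive control wells lacked labelled fibronectin entirely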
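Measured by – fluorescence 485/525 nm · System – AH1F fibroblast monolayer, labelled fibronectin deposition · Amount – 10000 cells per well · Buffer or medium – serum-reduced DMEM (2% serum) · Doses – single dose, pinned · Also added – fluorescent fibronectin at 24 nM final · Schedule – 1 h cell attachment, overnight exposure to compound and label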
Active calls of the source: *; ? = inconclusive; . = no result given.

SMILES	E-selectin induc	EWS-Fli block	S100A4 MyoIIA	RAD52 inh	Xi reactivation	RAD54 inh	esBAF inh	FN deposit inh
CC(C)NC(=O)Nc1ccc2c(c1)C(=O)N([C@@H](C)CO)C[C@H](C)[C@H](CN(C)C(=O)Nc1ccc3c(c1)OCO3)OCCCC[C@H](C)O2	.	-5	14	7	-0.1	4	6	-1
COc1ccc(CN(C)C[C@H]2Oc3ccc(NC(=O)Cc4ccccc4)cc3CC(=O)N([C@H](C)CO)C[C@H]2C)cc1	-0.3	.	5	7	0.0	1	-1	.
COc1ccccc1N(C)S(=O)(=O)c1ccc(C(=O)N(CC(N)=O)C(C)C)cc1	.	.	-2	-11	.	-12	-8	.
CCCCNC(=O)C1CC(c2cccc([N+](=O)[O-])c2)=NO1 (configuration not stated)	?	-178	-1	-3	0.2	-4	90*	-1
CC(=O)Nc1ccc(C(=O)OCC(=O)N(c2ccccc2)C2CCCCC2)cc1	0.1	4	-1	-9	0.0	0	0	.
O=C(Nc1cc(F)ccc1F)N1C[C@@H]2[C@H](c3ccccc31)[C@@H](CO)N2Cc1cccnc1	-0.2	-5	2	1	0.0	-3	-1	.
O=C(NCC1CCN(C(=O)c2c(F)c(F)c(F)c(F)c2F)CC1)c1c(F)c(F)c(F)c(F)c1F	-0.3	.	-1	-13	0.2	-4	4	.
Cc1ccc(NC(=O)CO/N=C(\N)c2nonc2N)cc1C	.	3	2	-17	0.1	.	.	-2
Cc1cc2nc(C3CCN(Cc4nnnn4Cc4ccccc4)CC3)[nH]c2cc1C	.	29	1	-11	.	-1	0	.
O=C(O)c1sc2cc(C(F)(F)F)cnc2c1-c1ccccn1	.	-4	2	-12	0.0	.	9	7
O=C(N=C1SC2CS(=O)(=O)CC2N1c1ccccc1C(F)(F)F)C1CCCO1 (configuration not stated)	-0.1	.	57	5	0.0	.	-4	-1
O=C(NCCCN1CCOCC1)c1cc2ccccc2cc1O	1.3	-2	-3	3	0.0	.	10	-3
CCSc1nnc2c(n1)OC(c1ccc(C(=O)O)cc1)N(C(C)=O)c1ccccc1-2 (configuration not stated)	0.0	7	4	-11	0.1	5	-9	-13
COc1cc(OC)c(-c2oc3ccccc3c(=O)c2O)c(OC)c1	-1.4	37	7	4	0.3	.	10	.
CCOc1cc(CNC2CCCC2)ccc1OCc1ccccc1Cl	-0.1	23	-3	-11	-0.2	9	-12	8
CN1[C@@H]2c3ccc(-c4ccncc4)c(=O)n3C[C@H]1[C@H](CO)[C@H]2C(=O)NCCc1ccccc1	-0.1	-2	5	4	0.0	5	-2	.
Cc1ccccc1N(CC(=O)NCc1ccccc1)C(=O)CCC(=O)Nc1nccs1	.	0	2	-2	0.0	-3	-7	-7
COc1ccc(-n2nc(C(=O)NCC(=O)N3CCN(Cc4ccc5c(c4)OCO5)CC3)c3ccccc3c2=O)cc1OC	.	6	-1	-20	0.2	.	.	-4
CN(C)CCCNC(=O)C[C@H]1C=C[C@@H](NS(=O)(=O)c2ccccc2)[C@H](CO)O1	1.3	2	-4	5	3.9	-1	3	.
COC(=O)c1ccccc1NC(=O)COC(=O)C1CCCCC1	.	3	-5	5	-0.1	4	-6	2
CCn1c(C)nc2cc(C(=O)N/N=C(\C)c3ccccc3O)ccc21	2.0	-72	-16	-27	0.1	.	.	5
COc1cc(Cl)ccc1OCc1cc(C(=O)NC(C)Cc2cnccn2)no1 (configuration not stated)	0.8	.	-5	-15	0.2	4	67*	2
Cc1nn(Cc2ccccc2)c(Cl)c1/C=C/C(=O)OCC(=O)N1CCCC1=O	-1.3	-8	4	8	0.2	.	.	4
C[C@H](NC(=O)c1ncn2c1C(=O)NC[C@@H]2C)c1ccccc1	0.0	-6	33	-7	0.2	2	9	5
Cc1nn(-c2ccccc2)c(C)c1C(=O)Oc1ccccc1	2.1	-15	-1	-12	0.3	-14	62*	-3

(listing goes on)
SMILES	E-selectin induc	EWS-Fli block	S100A4 MyoIIA	RAD52 inh	Xi reactivation	RAD54 inh	esBAF inh	FN deposit inh
O=C(Nc1ccc2c(c1)[C@@H]1C[C@@H](CC(=O)N3CCCCC3)O[C@H](CO)[C@@H]1O2)c1cccnc1	0.1	-5	6	0	0.9	3	-2	-5
CN1C(=O)c2cc(NC(=O)C3CCCC3)ccc2OC[C@H]2O[C@@H](CC(=O)NCC3CC3)CC[C@H]21	0.0	5	10	3	0.2	-6	-3	-14
Cn1c(NC(=O)CCC2CCCCC2)cc(=O)n(C)c1=O	0.5	-81	13	-64	0.2	-3	24	9
COc1ccc(-c2cnc3c(c2)C(=O)N([C@@H](C)CO)C[C@@H](C)[C@H](CN(C)C(=O)Cc2ccccn2)O3)cc1	0.4	-18	-1	2	-0.3	-15	4	.
Cc1cc(N2CCN(C(=O)/C=C/C(=O)O)CC2)c2ccccc2n1	-0.1	1	0	-1	0.1	.	-8	-8
COc1ccc(C(C)=O)cc1COC(=O)CCC(=O)N(CC(C)C)c1c(N)n(CC(C)C)c(=O)[nH]c1=O	.	-1	-2	-10	0.4	-2	.	-2
O=C(CCc1n[nH]c(=O)[nH]c1=O)N/N=C/c1ccco1	.	.	.	.	0.0	3	6	-1
COc1ccccc1C(=O)N1CCN(CCNC(=O)C(=O)Nc2ccc(Br)c(C)c2)CC1	.	10	-2	-3	0.1	-5	-1	-4
COc1cccc(N2CCN(S(=O)(=O)c3c(C)[nH]c(C)c3C(=O)N3CCCCC3)CC2)c1	.	5	-5	-9	0.0	3	-8	-5
C[C@@H]1CN([C@@H](C)CO)C(=O)CCCn2cc(nn2)CO[C@@H]1CN(C)S(=O)(=O)c1ccccc1C#N	0.0	-11	6	-1	-0.1	.	.	5
COc1ccccc1/C=C(/C(=O)OCC(=O)Nc1ccccc1C)c1ccccc1	.	10	-2	-13	0.2	6	.	4
COc1ccc(CNC(=O)Cn2ccc([N+](=O)[O-])n2)cc1OC	0.5	-6	0	2	0.0	-4	-3	0
Cn1c(=O)c2cc(NC(=O)NCc3ccccc3)ccc2n1Cc1ccc(Cl)cc1	0.6	27	-2	-8	0.1	11	6	.
CCCN(C)C[C@@H]1Oc2cc(C#Cc3ccc(OC)cc3)ccc2S(=O)(=O)N([C@H](C)CO)C[C@@H]1C	-0.1	17	-47	13	0.0	-7	-6	.
CCOC(=O)C(CC)Sc1ccc2nnc(-c3cccnc3)n2n1 (configuration not stated)	0.0	-1	-2	-2	0.2	.	.	-2
COc1ccccc1CCn1cnc(-c2cccc(Br)c2)c1C(C)C	-0.4	23	1	1	0.2	.	.	-1
CCCC(=O)Nc1ccc2c(c1)C(=O)N(C)[C@H]1CC[C@H](CC(=O)O)O[C@H]1CO2	0.3	-2	-3	11	0.0	-4	-5	-2
COC(=O)C[C@@H]1CC[C@@H]2[C@H](COC[C@@H](O)CN2S(=O)(=O)c2cn(C)cn2)O1	-0.1	-4	.	.	0.2	5	4	5
O=[N+]([O-])c1cc(S(=O)(=O)NCCc2ccccn2)ccc1Cl	?	13	1	8	0.0	1	1	-1
COCC#Cc1cnc2c(c1)C(=O)N([C@@H](C)CO)C[C@@H](C)[C@@H](CN(C)C(=O)Nc1c(C)noc1C)O2	1.0	-2	8	-9	-0.8	3	1	-9
CSc1ncccc1C(=O)OCC(=O)NC1CCC(C)CC1 (configuration not stated)	.	4	7	0	0.0	-5	21	-15
CCCCn1c(N)c(N(CC)C(=O)C2=COCCO2)c(=O)[nH]c1=O	-0.3	3	-4	-18	0.0	8	-3	2
COc1cc(C2Nc3ccc4ncccc4c3C3=C2C(=O)CCC3)cc(OC)c1OC (configuration not stated)	.	1	-5	-7	-1.0	.	.	.
COc1ccc(/C(C)=N/NC(=S)NCCc2ccccc2)cc1	.	8	2	-7	-0.4	.	.	.
CC(=O)C(Cc1ccccc1)NC(=O)CCl (configuration not stated)	.	14	-10	-16	0.0	.	.	10

(next part)
SMILES	E-selectin induc	EWS-Fli block	S100A4 MyoIIA	RAD52 inh	Xi reactivation	RAD54 inh	esBAF inh	FN deposit inh
O=S(=O)(NCc1ccccc1)c1ccc(NC(=S)NCc2ccco2)cc1	.	22	-20	-32	0.1	-4	2	-2
COCC(=O)N(C)C[C@@H]1Oc2ncc(/C=C/c3ccccc3)cc2C(=O)N([C@H](C)CO)C[C@@H]1C	0.4	1	-6	1	0.5	-10	0	4
CN(C)CC(=O)Nc1ccc2c(c1)[C@@H]1C[C@H](CC(=O)NCc3ccc(-c4ccccc4)cc3)O[C@@H](CO)[C@@H]1O2	0.5	12	5	43	0.6	16	16	-5
COCCn1c(CN2CCN(C(=O)c3ccco3)CC2)nc2c1c(=O)n(C)c(=O)n2C	.	-6	-4	-12	0.0	4	-4	-2
COCCCn1c(C)c(C(C)=O)cc(NC(=O)c2ccccc2)c1=O	.	-1	0	-18	0.0	.	.	0
COc1ccc(CCNC(=O)COC(=O)c2ncc(Cl)c(Cl)c2Cl)cc1OC	0.0	0	3	-3	0.2	8	-2	7
OCCN(CCO)CC(O)Cn1c2ccccc2c2ccccc21 (configuration not stated)	.	-5	-23	13	.	.	-1	.
CCCOc1ccc(C(=O)NNC(=O)c2cccc(S(=O)(=O)N3CCN(C(C)=O)CC3)c2)cc1OC	-1.3	2	-4	-4	-0.1	.	-7	5
O=C(CCl)NCCNC(=O)c1cc(OCC(F)(F)F)ccc1OCC(F)(F)F	.	-7	1	0	0.0	.	.	8
CCn1cnc2cc(NCc3ccc(Cl)cc3)ccc21	.	-137	-3	3	0.3	-1	55*	.
COc1ccc(N(CC(=O)Nc2cc(C)ccc2C)S(=O)(=O)c2c(C)[nH]c(=O)[nH]c2=O)cc1	.	.	1	-9	0.0	0	1	-6
O=C1c2ccccc2C(c2nc3ccccc3[nH]2)N1c1ccccc1 (configuration not stated)	-1.5	-4	-6	7	.	4	2	-3
O=C(N/N=C/c1ccco1)C1CC(=O)N(c2ccccc2)C1 (configuration not stated)	-0.7	-10	-8	-2	0.0	.	.	-11
COc1ccc([N+](=O)[O-])cc1NC(=O)COC(=O)c1ccc(O)cc1	.	-5	2	-6	0.0	-9	-6	-1
O=C(Nc1ccccc1)n1ccc(-c2ccc(-n3ccnc3)cc2)n1	-0.3	-34	-3	-9	0.1	.	.	-6
CCc1cc(=O)oc2cc(OC(C)C(=O)NCCCn3ccnc3)ccc12 (configuration not stated)	.	9	-5	1	0.1	-2	-1	9

Compound profiles (already shown).
Shown for CN(C)CC(=O)Nc1ccc2c(c1)[C@@H]1C[C@H](CC(=O)NCc3ccc(-c4ccccc4)cc3)O[C@@H](CO)[C@@H]1O2 = E-selectin induc = 0.5; EWS-Fli block = 12; S100A4 MyoIIA = 5; RAD52 inh = 43; Xi reactivation = 0.6; RAD54 inh = 16; esBAF inh = 16; FN deposit inh = -5
Shown for O=C(Nc1ccccc1)n1ccc(-c2ccc(-n3ccnc3)cc2)n1 = E-selectin induc = -0.3; EWS-Fli block = -34; S100A4 MyoIIA = -3; RAD52 inh = -9; Xi reactivation = 0.1; RAD54 inh = .; esBAF inh = .; FN deposit inh = -6
